# Peg3 imprint = qHTS Assay for Compounds that Induce Erasure of Genomic Imprints | mouse ES Peg3-LacZ reporter, beta-gal luminescence, 40 h | Potency, µM (top dose mostly 60.7 µM), inactives show top-dose activity change, positive = activation, most hits filed as activators | hit rate 0.02% among 110,000 | AID 1948, 2009;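 also: 0% = negative control wells on the plate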
#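 Readout: BetaGlo luminescence (5 min, room temp) for LacZ from the normally silent maternal Peg3 allele in female Peg3LacZ-Neo ES cells. Cells 300/well, 40 h, 37C, 5% CO2. Data normalized per plate to negative controls.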
# IkB signaling = IkB Signaling; AID 445, 2006; ABC-DLBCL IkBa-CBG/CBR dual luciferase ratio, 4 h; response scale: scaled: untreated 0%, proteasome inhibitor 100%; Potency, µM (top dose mostly 57.1 µM), for inactives: at the top dose IkBa stabilization activation; hit rate 0.04% among 110,000; active = well fitted curve in the direction sought with a large enough effect in the signal ratio, not every such curve was filed as active; inconclusive = small, poorly fitted or top-dose-only effect, or a change in a side signal; the % refers to the signal ratio;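 also: the direction sought is a rising ratio; 0% = basal untreated cells and 100% = reference inhibitor full response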
#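 Curves were fitted separately to fusion (green), unfused (red) and ratio luminescence, then classed by r2, magnitude and activity. Cells: OCI-Ly3, 4 h compound plus doxycycline at 37C; 10 uM MG-132 defined full response.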
# p53ts 39C tox = qHTS Screen for Compounds that Selectively Target Cancer Cells with p53 Mutations: Cytotoxicity of p53ts Cells at the Nonpermissive Temperature | H1299-p53A138V viability at 39C, ATP luminescence, 24 h | Potency, µM (doses to about 46.1 µM), without a hit: at the highest dose activity change, negative = cell killing, most hits filed as cytotoxic | hit rate 1.5% among 130,000 | AID 902, 2007; also: nearly all actives have a fitted effect of over 55% in size
# p53ts 32C kill = qHTS Screen for Compounds that Selectively Target Cancer Cells with p53 Mutations: Cytotoxicity of p53ts Cells at the Permissive Temperature. H1299-p53A138V at 32C, ATP luminescence viability, 24 h. Potency, µM (doses to about 46.1 µM), for the others: at the top dose activity change, negative = cytotoxicity, usual class: cytotoxic. hit rate 0.93% among 130,000. AID 924, 2007;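 also: 0% = DMSO and -100% = full killing by reference compound; nearly all actives have a fitted effect of over 55% in size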
#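 Cells: H1299 p53ts (A138V), 600/well, pre-incubated 16–30 h at 37C. Cpd up to 46 uM, 24 h, 32C. Readout: ATPlite luminescence, 20 min RT. Normalization: DMSO vs tamoxifen 100 uM. AC50 by Hill equation.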
# Starred values were filed as active, the others as inactive; ? = inconclusive; · = no result given; [ ] = another dose, or the depositor's remark. Unless noted, calls follow the shape of the dose curve; as a rule, active = well fitted curve in the direction sought with a large enough effect; inconclusive = small, poorly fitted or top-dose-only effect, or another doubt; inactive = no such curve, though single readings can be large; an effect the other way counts as inactive or inconclusive. Unless noted, % is scaled to controls: 0 for no effect and ±100 for the full control effect; potency is read from the fitted curve at half-maximal effect. Hits appear at their usual frequency; 1.8% or so of the library scored in one or more.
# Every second line gives: Peg3 imprint, IkB signaling, p53ts 39C tox, p53ts 32C kill
- COc1cccc(NC(=O)C2CCN(S(=O)(=O)c3cccc4nonc34)CC2)c1
    -7%[10.9 µM], ?, 0%, -3%
- Cn1cnc2nc3n(c2c1=O)CCC3
    -4%, -0.8%, -6%, 3%
- O=C(c1ccccc1)c1ccccc1NC(=O)c1ccccc1C(=O)O
    3%[10.9 µM], -1.1%, -6%, 2%
- Cc1ccc(-n2ncc3c(=O)n(CC(=O)NC4CCCC4)cnc32)cc1C
    0%, -0.5%, -6%, -5%
- COc1ccc(CNC(=O)c2cc3c(=O)n(Cc4ccc(OC)cc4)ccc3nc2C)cc1
    -5%[10.9 µM], -1.7%, -22%, -6%
- CC(C)CNC(=O)c1ccccc1NC(=O)CN(c1ccc2c(c1)OCCO2)S(C)(=O)=O
    -15%, -3.8%, 0%, 4%
- CC1CCN(S(=O)(=O)c2ccc3c(ccc(=O)n3CC(=O)Nc3cccc(F)c3)c2)CC1
    4%[10.9 µM], 0.8%, -25%, 2%
- COc1ccc(-c2nc3cnc(Nc4cccc(OC)c4)nc3n(C[C@H]3CCCO3)c2=O)cc1
    -8%, -4.3%[11.4 µM], 9%, -17%
- CN(C)c1ccc(CN(C(=O)COc2ccc(Br)cc2)C2CCS(=O)(=O)C2)cc1 (centres undefined)
    -7%, 8.9%, -7%, -2%
- COc1ccccc1NC(=O)CCc1nc(-c2cccs2)no1
    -16%, 1.0%, 0%, -7%
- O=C(N/N=C/c1cn(-c2cccs2)nc1-c1ccccc1)c1ccccc1Br
    ·, ·, 4%, 29%
- CCCn1c(C)nc2c(NCCOC)nc(C)nc21
    -5%, ·, -6%, 1%
- CCOc1cccc(C(=O)Nc2cccc(-c3nnc(-c4ccccc4)o3)c2)c1
    -22%, ?, -25%, -16%
- CCCCN1CCc2nc(N3CCN(C)CC3)ncc2C1
    14%[10.9 µM], 1.3%, 7%, -12%
- COCCCNC(=O)CSc1nc(-c2ccccc2)[nH]c1-c1ccc(C)cc1
    -10%[10.9 µM], 6.6%, -10%, 6%
- CC(C)COc1ccc(-c2nnn(CC(=O)N3CCCC3)n2)cc1
    ?, 0.8%, -19%, -15%
- O=C(NCN1CCCCC1)c1cccnc1
    -8%, 1.5%, 0%, -1%
- N/C(Cc1ccc(Cl)cc1Cl)=N\OC(=O)Cc1ccccc1
    ·, ·, -5%, ?
- COc1ccc(N(C)C(=O)CCn2cnc3onc(-c4ccc(F)cc4)c3c2=O)c(OC)c1
    -5%[10.9 µM], ?, -2%, 12%
- O=C(CN1C(=O)C2CC=CCC2C1=O)NC1=NCCS1 (centres undefined)
    8%, 0.2%, -7%, 3%
- Clc1ccccc1-c1nc(NC2CCNCC2)c2ccccc2n1
    -21%, -0.5%[11.4 µM], -17%, -8%
- CCNc1nc(NC(C)CC)nc(Oc2ccc(OCC)nn2)n1 (centres undefined)
    -9%[10.9 µM], 3.3%, 9%, -4%
- COc1cccc(-n2c(SCC(=O)O)nnc2-c2cccnc2)c1
    -8%, -0.4%, 0%, 3%
- Cc1cc(S(=O)(=O)NCCCN2CCOCC2)ccc1F
    -13%, -1.1%, -9%, 4%
- COc1ccc(C2=NOC(C(=O)NCC(C)C)C2)cc1 (centres undefined)
    -7%, -0.6%, -6%, -4%
- CC(=O)c1cccc(NC(=O)c2ccc3c(Cl)c4c(nc3c2)CCCC4)c1
    ·, ·, 2%, 14%
- O=C(C1CCN(S(=O)(=O)c2cccnc2)CC1)N1CCN(C2CCCC2)CC1
    2%, 0.6%, 4%, 2%
- COc1cccc(-c2cc(C(=O)Nc3cccc(O)c3)no2)c1
    -73%[inhibitor], ?, 3.2µM*, 2.5µM*
- CCCCNc1nc(C)nc2c1nc(C)n2CCC
    -17%, ·, -2%, -3%
- CCCCOc1ccc(CNC(=O)c2ccc3c(c2)N(C)C(=O)C2CCCCN32)cc1 (centres undefined)
    -14%[10.9 µM], 7.0%, -5%, -5%

# One compound at a time, from the list above. Order of screens: Peg3 imprint | IkB signaling | p53ts 39C tox | p53ts 32C kill
# Results for COc1ccc(C2=NOC(C(=O)NCC(C)C)C2)cc1 (centres undefined) → -7% | -0.6% | -6% | -4%
# Results for CCCCOc1ccc(CNC(=O)c2ccc3c(c2)N(C)C(=O)C2CCCCN32)cc1 (centres undefined) → -14%[10.9 µM] | 7.0% | -5% | -5%

# (list continues)
# Every second line gives: Peg3 imprint, IkB signaling, p53ts 39C tox, p53ts 32C kill
- Cc1cc(=O)n2c(C(=O)Nc3ccc(Br)cc3)c(C(=O)Nc3ccccc3)sc2n1
    -1%[10.9 µM], -0.2%, 13%, 3%
- COC(=O)c1cn(C(=O)c2ccccc2F)nc1N
    -1%, 1.9%, 19%, -26%
- O=C(CSc1nccn1Cc1ccc(Cl)cc1)Nc1ccc2c(c1)OCCO2
    16%[10.9 µM], ?, -6%, 7%
- Cc1c(Cl)cccc1NC(=O)CCN1CCCCC1
    0%, -1.6%, -1%, 4%
- Clc1ccc2nc(-c3ccccc3)[nH]c2c1
    -89%[inhibitor], ·, 13µM*, 10µM*
- CCOc1ccc(-c2nnc(SCC(=O)Oc3ccccc3)o2)cc1
    -16%[10.9 µM], ?, -12%, -3%
- COc1ccc(CCNC(=O)c2cc(-c3ccc(Cl)cc3)on2)cc1OC
    2%[10.9 µM], 1.4%, 19%, 7%
- Cc1noc(C)c1CSc1nc2ccccc2n1CCc1ccccc1
    -18%, 8.3%, -11%, 3%
- O=C(c1c[nH]c2ccc(S(=O)(=O)N3CCOCC3)cc2c1=O)N1CCCC1
    -22%, -1.0%, -1%, -1%
- CCSc1nnc(C)c2ccccc12
    ·, ·, 6%, 13%
- O=C(NCc1ccccn1)c1nn(-c2ccccc2F)nc1CO
    -15%[10.9 µM], ?, -6%, -5%
- CCCN1Cc2cccc(C(=O)Nc3ccc4c(c3)OCO4)c2C1=O
    -16%, -2.4%, 1%, -6%
- CCOC(=O)c1cnc2c(C)c(Cl)ccc2c1N1CCOCC1
    -3%, -4.9%, 0%, -3%
- COc1ccc(Cn2c(SCC(=O)NCc3ccccc3)nc3ccccc32)cc1
    -5%[10.9 µM], -1.0%, -8%, 11%
- COc1cccc(C(=O)NC2CC3CCCC(C2)N3CC(=O)Nc2ccc(N(C)C)cc2)c1 (centres undefined)
    ·, 11%, -1%, -8%
- COc1cccc(-c2nnc(SCc3cccnc3)o2)c1
    ·, -1.6%, -14%, -20%
- CN(c1ccc(C(=O)NCc2ccco2)cc1)S(C)(=O)=O
    3%, -0.9%, -2%, -6%
- Cc1cccc(CN2C(=O)c3ccccc3Sc3ccc(C(=O)NCCc4ccccc4)cc32)c1
    -19%[10.9 µM], -1.8%, -17%, 15%
- CCOC(=O)Cn1c(C(C)=O)nc2ccccc21
    4%, 1.3%, 0%, -2%
- CC(C)CSC[C@@H]1O[C@H](n2cnc3c(N)nccc32)[C@H](O)[C@@H]1O
    -12%[10.9 µM], 0.0%[11.4 µM], 1%[9.22 µM], -12%[9.22 µM]
- COc1ccc(NCc2nnc(SCC(=O)Nc3cc(C(F)(F)F)ccc3Cl)o2)cc1
    -14%, 0.4%, -5%, -1%
- COc1ccc2[nH]c(=O)c(CN(CCCN(C)C)C(=O)Nc3ccccc3)cc2c1
    -2%, 0.5%, -5%, -2%
- COc1cc(NC(=O)C2CCC(CNc3c(N4CCCCC4)c(=O)c3=O)CC2)cc(OC)c1 (centres undefined)
    -4%, 3.3%, 1%, 5%
- Nc1nc2ncc(CNc3ccc(C(=O)NC(CCC(=O)O)C(=O)O)cc3)nc2c(=O)[nH]1 (centres undefined)
    ?, ·, -16%, 14%
- COc1ccc(NC(=O)/C=C\c2ccc(Cl)cc2)cc1
    ·, ?, ?, ?
- CCOc1cc(S(=O)(=O)NCc2ccccc2)ccc1F
    0%, 1.4%, -1%, -4%
- COc1ccc(CCNC(=O)COC(=O)c2cnccn2)cc1
    6%, 1.9%, -2%, 3%
- CC1C(O)CC2C(C(=O)O)=CO[C@@H](O[C@H]3OC(CO)C(O)C(O)C3O)C21 (some centres undefined)
    30%, ·, 14%, 8%
- COc1ccccc1CCNC(=O)C(=O)NCC(c1ccco1)S(=O)(=O)c1ccc(F)cc1 (centres undefined)
    -11%[10.9 µM], ?, 4%, -9%
- CC1(C)CC(=O)N(c2ccccc2)C1(C)O (centres undefined)
    -4%, -0.1%, 5%, -7%
- C=CCn1c(SCC(=O)C(C)(C)C)nnc1-c1cccs1
    -14%, -0.4%, -10%, -24%
- COC(=O)[C@@H]1C[C@@H]2CC[C@@H](O)C[C@@H]2N1Cc1ccc(OC)cc1
    -8%, ·, 0%, 13%
- CCCc1ccc(OCC(O)CN2CCN(c3ccccc3)CC2)cc1 (centres undefined)
    -12%, 0.5%, -20%, 0%
- CCc1ccccc1NC(=O)Nc1ccc2c(c1)N(CC)C(=O)c1ccccc1S2
    -4%[10.9 µM], -1.3%, 2%, 1%
- Cc1cc(C)cc(N(CC(=O)NCc2ccccc2Cl)S(=O)(=O)c2c(C)noc2C)c1
    -4%[10.9 µM], ?, 12%, -2%
- Cc1ccccc1-c1cc(Nc2ccc(F)cc2)ncn1
    -19%, -0.9%[11.4 µM], -3%, 1%
- CCOc1ccc(C)cc1S(=O)(=O)Nc1cccnc1
    -2%, -2.8%, 1%, -1%
- c1ccc(CN(Cc2ccco2)C(c2ccncc2)c2nnnn2C2CCCC2)cc1 (centres undefined)
    -5%, 2.2%, -4%, 2%
- CC1=CC(=C(C#N)c2nc3ccccc3s2)C=C(C)N1Cc1ccco1
    -20%, -2.2%, 3%, 14%
- CCOC(=O)c1ccccc1NC(=O)NCc1c(-n2cccc2)sc2c1CCCC2
    -11%[10.9 µM], 0.1%, 3%, 4%
- CS(=O)(=O)NCCSCc1ccc(Cl)cc1
    -4%, 0.1%, 3%, -2%
- N#Cc1cc2c(=O)n3ccccc3nc2n(-c2nnc(SCc3ccccc3F)s2)c1=O
    -3%[10.9 µM], 0.3%, 19%, 3%
- CN1CC(=O)N/C1=N\C(=O)Nc1ccc2c(c1)N(C)C(=O)CS2
    -10%, 0.6%, -11%, 2%
- CN(C(=O)c1ccccc1C(=O)c1ccccc1)C1CCS(=O)(=O)C1 (centres undefined)
    ·, ·, 3%, -13%
- COc1cccc(C(=O)N(Cc2ccc(C)o2)C2CCS(=O)(=O)C2)c1 (centres undefined)
    -6%[10.9 µM], -0.6%, 17%, 2%
- COC(=O)c1cc(NC2c3ccccc3C(=O)N2c2ccc(Cl)cn2)cc(C(=O)OC)c1 (centres undefined)
    -24%, 0.3%, -11%, -1%
- C=CCn1c(C)c(C(C)=O)c(N2CCCC2)nc1=S
    -8%, 0.9%, -2%, -9%
- Cc1ccc(C(=O)NCCN(C)C)c(C)c1
    10%, 1.6%, -5%, -10%
- COC(=O)c1[nH]c(C)c(/C(O)=C2\C(=O)C(=O)N(CCN(C)C)C2c2ccc(C)o2)c1C (centres undefined)
    3%, -0.2%, -1%, 4%
- CCOC(=O)CCSc1nc(C)cc(C(F)(F)F)c1C#N
    -3%, 2.0%, 3%, -6%
- O=C(COc1ccc(F)cc1)Nc1ccc(Cl)c(-c2nc3ccccc3[nH]2)c1
    -10%[10.9 µM], ?, ?, ?
- CC(C)c1nn2c(=O)cc(COC(=O)c3ccc(NC(=O)COc4ccccc4)cc3)nc2s1
    1%[10.9 µM], 1.6%, -15%, -11%
- COC1(OC)N=C(NC(=O)Nc2ccccc2)C2(C#N)C(c3ccccc3)C12C#N (centres undefined)
    9%, 0.8%, 0%, 5%
- COC(=O)CNC(=O)COC(=O)c1cc(Cl)cc(Cl)c1N
    -8%, 0.5%, -9%, -1%
- C[C@@]12CCC(=O)C=C1CC[C@H]1[C@@H]2[C@@H](O)C[C@]2(C)[C@@H]1CC[C@@]2(O)C(=O)COC(=O)C1CCCC1
    ·, 7.9%[11.4 µM], 22%[9.22 µM], 6%[9.22 µM]

# Source: PubChem BioAssay (National Center for Advancing Translational Sciences (NCATS))
